PvdQ acylase: P. aeruginosa PvdQ acylase inhibitors, primary screen, biochemical, fluorescence, plate reader and imaging, single point; PvdQ acylase [Pseudomonas aeruginosa LESB58]; hit rate 0.063% among 340,000; inhibition, % at 10 µM; AID 488965, 2010; purified PvdQ acylase; in the data active = inhibition above about 30%, passing the limit was not always enough;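 also: 0% = vehicle neutral wells and 100% = reference inhibitor wells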
SR-BI DiI inh: inhibitors of SR-BI mediated HDL lipid uptake, primary screen, ldlA[mSR-BI] cells, fluorescence, single point | Scavenger receptor class B member 1 (Mus musculus), Q61009 | AID 488896, 2010 | ldlA[mSR-BI] CHO cells, DiI-HDL uptake fluorescence, 3 h | hit rate 0.96% among 320,000 | inhibition, % at 12.5 µM;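 active = mean replicate inhibition of at least 70% and a set share of replicates each scoring 70 or more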;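 also: 0% = median of neutral control wells and 100% = median of positive control wells; values of inactives mirror those of a sister screen read the other way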
CAL PDZ FP-1: untagged CAL PDZ binding inhibitors, primary screen, biochemical, fluorescence polarization, HTS | purified CAL PDZ, TMR-peptide fluorescence polarization, 1 h | inhibition, % at 24.9 µM | hit rate 0.92% among 300,000 | AID 602252, 2012;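 active = mean inhibition of at least 30% with at least half of replicates also reaching 30%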;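 also: 0% = DMSO neutral control and 100% = excess unlabeled competitor peptide PRC23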
NSD2 HMT inh: NSD2 histone methyltransferase inhibitors, primary screen, biochemical, AlphaScreen, single concentration, set 2; hit rate 0.54% among 310,000; inhibition, % at 12.5 µM; NSD2 peptide methylation, 120 min; Histone-lysine N-methyltransferase NSD2 (Homo sapiens), O96028; in the data active = inhibition above about 50%
Target sequence (O96028 whole entry, looked up): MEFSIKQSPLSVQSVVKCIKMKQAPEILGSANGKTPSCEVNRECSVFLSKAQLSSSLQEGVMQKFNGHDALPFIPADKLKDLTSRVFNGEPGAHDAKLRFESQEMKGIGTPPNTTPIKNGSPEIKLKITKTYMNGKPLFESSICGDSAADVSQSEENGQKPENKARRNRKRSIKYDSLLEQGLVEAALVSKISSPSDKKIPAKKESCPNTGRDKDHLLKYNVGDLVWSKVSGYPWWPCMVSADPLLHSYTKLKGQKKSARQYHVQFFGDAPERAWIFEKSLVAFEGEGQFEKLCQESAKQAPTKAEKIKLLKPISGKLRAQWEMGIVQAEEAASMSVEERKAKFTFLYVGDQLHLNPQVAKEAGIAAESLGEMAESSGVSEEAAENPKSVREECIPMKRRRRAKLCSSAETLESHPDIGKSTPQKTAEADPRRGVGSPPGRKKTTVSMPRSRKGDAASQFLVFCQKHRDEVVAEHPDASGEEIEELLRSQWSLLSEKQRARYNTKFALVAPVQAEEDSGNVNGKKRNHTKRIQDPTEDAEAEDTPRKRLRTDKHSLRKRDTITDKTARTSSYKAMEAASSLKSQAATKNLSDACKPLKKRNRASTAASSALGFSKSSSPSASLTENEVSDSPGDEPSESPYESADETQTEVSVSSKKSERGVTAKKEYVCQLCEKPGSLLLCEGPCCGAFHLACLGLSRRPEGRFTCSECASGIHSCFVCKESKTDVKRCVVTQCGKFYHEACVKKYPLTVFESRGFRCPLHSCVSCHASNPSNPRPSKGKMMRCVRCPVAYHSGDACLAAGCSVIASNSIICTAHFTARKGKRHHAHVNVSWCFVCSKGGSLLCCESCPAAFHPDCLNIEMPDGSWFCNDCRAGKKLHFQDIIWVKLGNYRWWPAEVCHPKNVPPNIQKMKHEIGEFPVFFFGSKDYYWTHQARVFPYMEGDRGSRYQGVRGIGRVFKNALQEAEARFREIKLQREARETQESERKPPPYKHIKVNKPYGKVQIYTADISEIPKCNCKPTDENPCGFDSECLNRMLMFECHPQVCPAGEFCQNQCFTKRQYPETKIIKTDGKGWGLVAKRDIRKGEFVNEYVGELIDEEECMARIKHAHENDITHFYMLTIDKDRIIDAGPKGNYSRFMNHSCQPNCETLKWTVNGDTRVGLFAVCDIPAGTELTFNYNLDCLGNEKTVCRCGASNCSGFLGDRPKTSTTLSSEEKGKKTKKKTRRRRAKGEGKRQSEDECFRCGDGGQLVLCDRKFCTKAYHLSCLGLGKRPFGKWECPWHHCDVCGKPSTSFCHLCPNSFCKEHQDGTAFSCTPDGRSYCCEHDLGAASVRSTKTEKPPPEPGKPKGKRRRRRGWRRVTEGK
Rtt109 HAT inh: inhibitors of C. albicans Rtt109/Vps75 HAT, primary screen, biochemical, ThioGlo CoA-SH fluorescence, plate reader; Histone acetyltransferase RTT109 (Candida albicans (strain SC5314 / ATCC MYA-2876)), …; purified Rtt109/Vps75, 4 h; inhibition, % at 34.9 µM; hit rate 0.16% among 330,000;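 active = inhibition of at least 50% in every replicate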
PfHsp90 set2: growth inhibition of PfHsp90-expressing yeast, primary screen, antimalarial PfHsp90 inhibitor project, S. cerevisiae, BacTiter-Glo luminescence, single point, set 2; BacTiter-Glo ATP, 48 h; yeast lacking PDR1 and PDR3 efflux regulators; inhibition, % at 9.4 µM; hit rate 0.32% among 310,000; AID 504621, 2011;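 active = every replicate shows inhibition above about 80%, whatever the replicate mean, limit read from the data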;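 also: 0% = DMSO neutral controls and 100% = 20 µM radicicol positive controls; yeast relying on Plasmodium falciparum Hsp90 in place of its own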
MITF TRPM1 HTS: activators of MITF-driven TRPM1 promoter reporter, primary screen, cell-based, SK-MEL-5, luciferase, single point; SK-MEL-5 TRPM1-promoter luciferase, 24 h; % of positive control, neutral wells = 0; activation, % at 12.5 µM; hit rate 0.75% among 300,000; AID 588334, 2011;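 active = mean activation of at least 80% with every replicate also reaching 80%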;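 also: 0% = neutral control wells and 100% = parthenolide positive control wells; values of inactives mirror those of a sister screen read the other way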
dFosB act: activators of delta FosB homodimer, primary screen, biochemical, fluorescence polarization, TAMRA-CDK5 oligo, single point | Protein FosB (Mus musculus), P13346 | purified delta FosB; percent of positive-control signal above neutral wells | activation, % at 25 µM | hit rate 0.99% among 340,000 | AID 493131, 2011;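 active = mean activation above about 17%, with every replicate also reaching it, limit read from the data, passing the limit was not always enough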;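 also: fluorescence polarization rise as delta FosB binds a TAMRA Cdk5 AP-1 oligo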
SR-BI DiI-HDL act: activators of SR-BI mediated DiI-HDL uptake, primary screen, ldlA[mSR-BI] CHO cells, DiI fluorescence. hit rate 0.096% among 320,000. 3 h; 100 = double the neutral-control signal. activation, % at 12.5 µM;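 active = mean replicate activation of at least 60% and every replicate at or above 60%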;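 also: 0% = median plate neutral-control signal and 100% = twice that signal; values of inactives mirror those of a sister screen read the other way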
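Material: SR-BI-overexpressing, LDLR-lacking CHO cells; schedule: compound exposure 3 h, 37 °C; reagent: DiI-labelled HDL at 10 µg/mL final; technique: bottom-read fluorescence, 550/595 nm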
CAL PDZ FP-2: CAL PDZ peptide-binding inhibitors, primary screen, biochemical, fluorescence polarization, Cer-tagged CAL PDZ, HTS; Golgi-associated PDZ and coiled-coil motif-containing protein (Homo sapiens), Q9HD26; purified CAL PDZ, TMR-peptide fluorescence polarization, 1 h; inhibition, % at 20 µM; hit rate 0.02% among 330,000; AID 504414, 2011;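 active = highest replicate inhibition of at least 40%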;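 also: plate controls were DMSO neutral control wells for no effect and unlabeled competitor peptide control wells for full effect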
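Read-out basis: mP drop reported as inhibition | Assay system: Tagged CAL PDZ protein CerCALP, purified | Benchmarks: Unlabelled peptide for full inhibition, DMSO wells as neutral | Schedule: 1 h incubation at room temperature before polarization reading | Buffer or medium: Sodium phosphate/NaCl buffer pH 7.4 with TCEP, IgG, Thesit | Doses: Single point, 20 µM | Measured by: Fluorescence polarization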
An asterisk follows results filed as active; . = no result given.

SMILES	PvdQ acylase	SR-BI DiI inh	CAL PDZ FP-1	NSD2 HMT inh	Rtt109 HAT inh	PfHsp90 set2	MITF TRPM1 HTS	dFosB act	SR-BI DiI-HDL act	CAL PDZ FP-2
COCCn1nnnc1C(c1cccc(C(F)(F)F)c1)N1CCOCC1 (stereo unspecified)	-19	-17	2	.	-7	5	-1	-7	17	0.2
Cc1cccc(N2CC(C(=O)Nc3ccc(S(=O)(=O)N4CCOCC4)cc3)CC2=O)c1 (stereo unspecified)	-10	21	-5	0	2	-29	-1	-4	-21	-4.0
CCCn1c(SCC(N)=O)nnc1C(C)C	-24	-2	-3	-4	-1	1	-1	5	2	-1.8
COc1ccc(/C(C)=N\NC(=O)CSc2nnc(C)s2)cc1	-4	-2	-2	-1	1	-12	15	7	2	0.1
Cc1cc(Cl)c(S(=O)(=O)NC2CCCC2)cc1OCC(=O)NC1CCCCC1	2	26	-2	-1	.	.	.	-16	-26	-2.1
N#Cc1ccccc1Cn1c(-c2cscn2)nc2ccccc21	-5	19	-2	-5	-1	.	-17	1	-19	-0.5
CCc1ccccc1OCCCCN1CCCC1	-6	-9	6	-3	-11	-9	6	4	9	0.2
O=C1OC[C@@H]2CCCN2C(=O)[C@H](CC(=O)N(CCO)Cc2ccccc2)C/C=C\CC[C@@H]1Cc1ccc(F)cc1	-1	-10	-2	.	13	3	7	4	10	-0.7
CC(/C=C/c1ccc(O)cc1)=NNc1ccccc1	4	19	.	-27	0	.	4	-7	-19	0.2
COC(=O)c1sc2ncccc2c1OCc1c(Cl)cccc1Cl	-16	44	.	0	-38	.	-9	35*	-44	-0.7
COc1ccc(CCn2c(=N)c(C(=O)NC3CCCC3)cc3c(=O)n4ccccc4nc32)cc1	-2	-3	-4	-2	8	3	-20	-14	3	-5.1
COc1ccc(CCNC(=O)c2nc3ncccn3n2)cc1OC	-5	-4	1	7	3	12	-1	-1	4	-0.1
C=CCN(c1ccccc1)S(=O)(=O)c1ccc2[nH]cc(C(=O)NCCOC)c(=O)c2c1	-8	.	0	-1	-7	-12	-15	-7	.	-0.6
COc1ccccc1NC(=O)COC(=O)/C=C/c1ccc(OC)c(OC)c1	-9	-4	-6	-2	5	2	-2	8	4	-0.5
O=C(c1ccc(F)cc1)N1CCC(c2ccccc2)C1 (stereo unspecified)	10	4	2	-1	1	5	.	-4	-4	-1.0
CCCCn1c2c(c3ccccc31)CCc1nonc1-2	-8	-4	-3	.	0	-15	.	-4	4	-0.9
COC(=O)c1ccc(C2C(C(=O)c3ccco3)=C(O)C(=O)N2CC2CCCO2)cc1 (stereo unspecified)	-10	.	-2	-5	-2	-3	.	0	.	1.0
COc1cccc(NC(=O)CN(C)C(=O)/C=C/c2cn(Cc3ccccc3)nc2-c2cccnc2)c1	4	21	.	-3	12	10	-2	-11	-21	-0.7
O=S(=O)(O)c1ccc(Cl)c(Cl)c1	-15	-18	.	-2	1	.	15	-4	18	-0.7
CN(C)CCN(C(=O)c1ccco1)c1nc2cc3c(cc2s1)OCCO3	-12	-1	1	5	3	10	28	30*	1	-2.2
CCC(c1nc2ccccc2c(=O)n1CCN1CCOCC1)N1C(=O)c2ccccc2C1=O (stereo unspecified)	5	-32	2	0	8	-2	0	-1	32	-0.8
CCc1cccc(CC)c1NC(=O)C(NS(=O)(=O)c1cccs1)c1ccccc1 (stereo unspecified)	15	15	-2	-2	0	-7	7	3	-15	0.3
Cc1cccc(N(CC(=O)NC2CCCCC2)C(=O)CCCC(=O)Nc2ccccn2)c1	-10	-19	74*	23	0	1	.	-7	19	-0.8
COc1ccc(/C=N/NC(=O)CSc2nnc(C)n2-c2ccccc2)c(OC)c1OC	-4	.	3	-3	-5	-24	-2	-4	.	-3.9
CCn1cc(C(=O)NNC(=O)c2ccc(Cl)cc2)c(=O)c2ccc(C)nc21	-11	.	2	.	-1	.	1	-4	.	-0.4
Cc1cc(NC(=O)CSc2nnnn2-c2ccccc2)no1	-1	-1	0	-2	-3	-7	3	-4	1	0.7
CSc1ccccc1NC(=O)CN(C)C(=O)COc1ncnc2ccccc12	-8	-6	-4	56*	-2	-6	8	5	6	0.8
O=C(NCc1ccccn1)c1ccc(Cl)c(S(=O)(=O)N2CCCCCC2)c1	0	2	-4	1	7	10	-24	-1	-2	-1.5
CC1(C)CC(=O)N(c2cccc(Cl)c2)C(=O)C1	-7	-42	-5	32	2	7	2	0	42	0.1
CC(=Nc1ccccc1)C1=C(O)C(Cc2ccccc2)NC1=O (stereo unspecified)	-5	2	0	2	0	-6	-3	-3	-2	-0.5

Another view of 2 compounds above.
| SMILES | PvdQ acylase | SR-BI DiI inh | CAL PDZ FP-1 | NSD2 HMT inh | Rtt109 HAT inh | PfHsp90 set2 | MITF TRPM1 HTS | dFosB act | SR-BI DiI-HDL act | CAL PDZ FP-2 |
| --- | --- | --- | --- | --- | --- | --- | --- | --- | --- | --- |
| CN(C)CCN(C(=O)c1ccco1)c1nc2cc3c(cc2s1)OCCO3 | -12 | -1 | 1 | 5 | 3 | 10 | 28 | 30* | 1 | -2.2 |
| CCC(c1nc2ccccc2c(=O)n1CCN1CCOCC1)N1C(=O)c2ccccc2C1=O (stereo unspecified) | 5 | -32 | 2 | 0 | 8 | -2 | 0 | -1 | 32 | -0.8 |

Following part:
SMILES	PvdQ acylase	SR-BI DiI inh	CAL PDZ FP-1	NSD2 HMT inh	Rtt109 HAT inh	PfHsp90 set2	MITF TRPM1 HTS	dFosB act	SR-BI DiI-HDL act	CAL PDZ FP-2
COc1cccc(-c2cc(C(=O)N3CCN(c4ncccn4)CC3)c3ccccc3n2)c1	-10	34	-5	0	9	1	23	0	-34	-2.3
CCOc1ccccc1NC(=O)C1CCCN(S(=O)(=O)c2cccc3cccnc23)C1 (stereo unspecified)	-7	0	.	.	-2	40	1	-15	0	-0.9
COc1ccc(NC(=O)CCC(=O)OCc2ccc([N+](=O)[O-])cc2)cc1	3	-16	-3	-1	.	11	7	-11	16	-3.0
Cc1ccn(CC(=O)N/N=C/c2cc([N+](=O)[O-])ccc2O)n1	4	-33	0	-7	.	14	-5	-6	33	-2.8
COC(=O)c1nnn(-c2nc(N(C)C)nc(N(C)C)n2)c1C	3	.	0	-3	-3	.	-11	-6	.	-0.1
CC1CCCN(C(=O)Cc2ccc(F)cc2)C1 (stereo unspecified)	-14	0	-6	-2	2	.	.	6	0	-1.3
CC1(C(=O)OCC(=O)Nc2ccccc2)CC1(Cl)Cl (stereo unspecified)	-7	10	-2	.	0	.	53	1	-10	-0.1
CC1OC2(C)OC(=N)C1(C#N)C(C#N)(C#N)C2c1ccccc1 (stereo unspecified)	-23	14	-3	0	-10	-25	2	-49	-14	-0.5
CCN(CC)C(=O)CN1C(=O)/C(=C/c2ccccc2)SC1=S	-13	10	44*	1	-2	7	4	-9	-10	0.6
CCN(CCn1cccn1)C(=O)CCc1nnc(CCCc2ccccc2)o1	-6	-34	-2	-3	-6	-6	76	-5	34	-2.3
O=C(COC(=O)c1ccccc1-c1ccccc1[N+](=O)[O-])c1ccccc1	-4	13	-2	1	8	-7	-1	5	-13	-0.9
O=C(NCc1ccco1)C1CCCN1C(=O)Nc1ccccc1[N+](=O)[O-] (stereo unspecified)	-2	.	0	.	-10	15	6	-6	.	-0.2
CC(=O)C[C@@H](O)CC(=O)[C@H]1OC(=O)[C@H](C)CCCCc2ccccc21	-16	7	2	.	1	-12	0	-2	-7	0.6
O=c1ccc(=O)n(CCc2ccccn2)[nH]1	-1	-19	2	-1	-4	-19	-2	-1	19	-0.5
COC(=O)c1ccccc1NC(=O)N1CCN(Cc2ccco2)CC1	-9	7	-3	12	3	16	-6	-3	-7	-1.0
Cc1c(C(=O)NCCO)sc2nc3n(c(=O)c12)CCC3	11	-10	-4	-3	9	7	-8	-1	10	-0.3
Cc1c(NC(=O)c2nn3c(C(F)(F)F)cc(-c4ccccc4)nc3c2Br)c(=O)n(-c2ccccc2)n1C	4	15	-5	4	-6	-9	-6	-5	-15	-1.9
Cc1cccc(C)c1NC(=O)COC(=O)c1c(C)nn(-c2ccccc2)c1C	-13	21	-3	0	-6	-1	-5	-4	-21	-0.9
O=C(NCc1ccc(F)cc1)C(c1ccco1)N(C(=O)c1csnn1)c1ccccc1 (stereo unspecified)	-2	.	7	3	5	-10	-9	-6	.	-2.4
CON1C(=O)C(=O)N(OC)C2CCCCCC21 (stereo unspecified)	-13	-39	-2	-2	-4	6	-10	5	39	-1.0
COc1ccccc1C1CCN(Cc2c(C)[nH]c3ccccc23)CC1	-12	5	.	11	11	12	.	3	-5	-0.4
Cc1ccc(C(=O)OCc2nc3ccccc3s2)o1	-5	-12	10	0	2	-15	36	-12	12	-3.2
COc1cccc(C(=O)NCC(C)(C)SCc2ccc(F)cc2)c1	-12	.	-1	-4	.	-16	1	-2	.	-0.1
C/C(=N\NC(=O)C(=O)Nc1cccc(C(F)(F)F)c1)c1ccc(Cl)s1	-3	-7	-2	-1	.	.	.	1	7	-1.0
COc1ccc(N(C)C(=O)CCC(=O)Nc2ccc3nc(N4CCOCC4)cc(C)c3c2)c(OC)c1	9	31	.	-1	-6	.	-8	-9	-31	-0.7
Clc1ncc(CSc2ccccc2)s1	-10	-12	2	.	0	-4	-2	8	12	-0.8
Cc1cc(C)cc(NC(=O)Nc2ccc(Cl)cn2)c1	9	20	-2	-1	.	4	0	-5	-20	-2.3
O=C1CC[C@@H](CN(Cc2ccccc2)Cc2cn[nH]c2-c2cc3ccccc3o2)N1	5	27	-1	4	20	.	-7	-17	1	-2.2
CC1(S(=O)(=O)O)CC(=O)c2ccccc2C1=O (stereo unspecified)	0	1	-3	.	-7	-13	-41	4	-1	0.8
CC(=O)NC1(C2CCCCC2=O)CCCCC1 (stereo unspecified)	2	-31	-2	0	1	-5	1	0	31	-1.1
N#Cc1nc(COc2ccccc2)oc1N1CCCC1	-8	13	-2	6	6	3	-1	-4	-13	-1.9
COc1ccc2ccccc2c1CN1CCN(C)CC1	-11	-10	0	-2	-12	-10	-2	0	10	-0.3
O=C(CCS(=O)(=O)c1cccs1)Nc1ccc(C(=O)NC2CCN(Cc3ccccc3)CC2)cc1	-12	.	10	2	-2	-17	51	-10	.	-1.2
CCOc1ccc(N(CC(=O)N2CCOCC2)S(=O)(=O)c2ccc(F)cc2)cc1	-12	-12	-2	.	2	-4	1	-1	12	-1.5
